Screening results (PubChem)
TDP1 cell CPT: growth inhibition of DT40 Tdp1-/-;hTDP1 cells with camptothecin (screen for TDP1 inhibitors); chicken DT40 Tdp1-/-;hTDP1 cells + 20 nM CPT, ATP luminescence, 48 h; Potency, µM (top dose mostly 46.2 µM), for inactives: at the top dose activity change, negative = growth inhibition, most hits filed as inhibitors; AID 686979; 420,000 compounds, 12% hits; also: nearly all actives have a fitted effect of over 55% in size
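Chicken DT40 Tdp1-/- cells stably complemented with human TDP1 were seeded at 400 cells/well in medium containing 20 nM camptothecin, exposed to pin-transferred compounds, and grown at 37 °C for at least 48 hr. Viability was read as ATP luminescence.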
TDP1 cell noCPT: qHTS for Inhibitors of human tyrosyl-DNA phosphodiesterase 1 (TDP1): qHTS in cells in absence of CPT | DT40 Tdp1-/- hTDP1 cells, no CPT, ATP luminescence, 48 h | AID 686978, 2013 | Potency, µM (doses to about 46.2 µM), without a hit: top-dose activity change, negative = growth inhibition, actives largely listed as inhibitors | 420,000 compounds, 15% hits; also: nearly all actives have a fitted effect of over 55% in size
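Cells were dispensed at 400 per well, compounds added by pin tool, plates incubated ≥48 hr at 37 °C, then CellTiter-Glo added for 30 min at room temperature before luminescence reading. Line: DT40 Tdp1-/- complemented with hTDP1; camptothecin omitted.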
TDP1 block: blocks human tyrosyl-DNA phosphodiesterase 1. AID 485290. Potency, µM (highest dose often 130 µM), without a hit: at the top dose activity change, negative = inhibition, usual class: inhibitors. 350,000 compounds, 0.28% hits. recombinant TDP1, AlphaScreen DNA substrate cleavage; also: nearly all actives have a fitted effect of over 40% in size
Target sequence (Q9NUW8 whole entry, looked up): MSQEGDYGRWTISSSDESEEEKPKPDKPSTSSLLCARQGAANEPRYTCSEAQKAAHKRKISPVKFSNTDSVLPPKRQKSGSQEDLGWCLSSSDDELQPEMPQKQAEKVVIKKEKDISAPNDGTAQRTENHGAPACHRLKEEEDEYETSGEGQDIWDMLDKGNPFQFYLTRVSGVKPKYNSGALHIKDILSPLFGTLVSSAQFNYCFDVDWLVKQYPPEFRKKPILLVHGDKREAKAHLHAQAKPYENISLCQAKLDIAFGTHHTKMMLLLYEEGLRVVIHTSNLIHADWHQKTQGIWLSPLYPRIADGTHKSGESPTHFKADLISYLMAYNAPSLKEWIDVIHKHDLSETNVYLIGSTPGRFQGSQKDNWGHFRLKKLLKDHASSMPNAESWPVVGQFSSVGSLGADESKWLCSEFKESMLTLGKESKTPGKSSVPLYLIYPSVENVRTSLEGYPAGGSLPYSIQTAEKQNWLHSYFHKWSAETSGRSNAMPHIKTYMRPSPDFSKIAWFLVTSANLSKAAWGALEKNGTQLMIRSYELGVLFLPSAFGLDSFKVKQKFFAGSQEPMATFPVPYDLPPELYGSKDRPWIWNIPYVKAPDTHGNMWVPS
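AlphaScreen read-out: signal falls as enzyme removes the 3' tyrosine-FITC from a 5'-biotinylated DNA oligo (15 nM, 5 min, RT). Enzyme was E. coli-made recombinant Tdp1 at 1 nM, exposed to compound for 15 min beforehand; beads 10 ug/ml, 10 min.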
Active calls of the source: *; ? = inconclusive; / = not tested or not shown; & = joins results of further samples; [ ] = another dose, or the depositor's remark. Calls follow the shape of the dose curve; as a rule, active = well fitted curve in the direction sought with a large enough effect; inconclusive = small, poorly fitted or top-dose-only effect, or another doubt; inactive = no such curve, though single readings can be large; an effect the other way counts as inactive or inconclusive. % is scaled to controls: 0 for no effect and ±100 for the full control effect; potency is read from the fitted curve at half-maximal effect.

Sample of the layout (4 entries):
Molecule	TDP1 cell CPT	TDP1 cell noCPT	TDP1 block
CCCN(C1CCS(=O)(=O)C1)S(=O)(=O)c1ccc2ccccc2c1 (stereo not drawn)	1%	-4%	-1%
O=C(O)CC1(CC(=O)NCc2ccncc2)CCCCC1	16%	7%	3%
CCC1(c2ccc(F)cc2)NC(=O)N(CC(=O)Nc2ccc(C(N)=O)cc2)C1=O (stereo not drawn)	1%	16%	0%
CC(C)(C)OC(=O)N1CCC(CC2CC(c3ccc(Cl)cc3)=NO2)(C(=O)NCC2CCCCC2)CC1 (stereo not drawn)	23µM*	16µM*	/

The listing, previewed entries included:
Molecule	TDP1 cell CPT	TDP1 cell noCPT	TDP1 block
CCCN(C1CCS(=O)(=O)C1)S(=O)(=O)c1ccc2ccccc2c1 (stereo not drawn)	1%	-4%	-1%
O=C(O)CC1(CC(=O)NCc2ccncc2)CCCCC1	16%	7%	3%
CCC1(c2ccc(F)cc2)NC(=O)N(CC(=O)Nc2ccc(C(N)=O)cc2)C1=O (stereo not drawn)	1%	16%	0%
CC(C)(C)OC(=O)N1CCC(CC2CC(c3ccc(Cl)cc3)=NO2)(C(=O)NCC2CCCCC2)CC1 (stereo not drawn)	23µM*	16µM*	/
NC(=O)COc1ncnc2scc(-c3ccc(F)cc3)c12	?	-2%	-4%
Cc1ccc(C)c(N2CCN(C(=O)c3cc4c(=O)n(Cc5cccs5)ccc4nc3C)CC2)c1	23µM*	21µM*	7%
CC(C)(C)n1ncc2c(=O)n(CC(=O)N3CCCCC3)cnc21	1%	-2%	-6%
CCCSc1nnc(NC(=O)c2ccco2)s1	-16%	0%	6%
Cc1cccc(C(=O)Oc2cc(C)[nH]c(=O)c2[N+](=O)[O-])c1	-4%	2%	6%
CCc1ccc(OC(C)C(=O)N(Cc2ccccc2)C2CCS(=O)(=O)C2)cc1 (stereo not drawn)	-2%	?	/
CN(Cc1cccnc1)C(=O)CCCc1c[nH]c2ccccc12	-10%	-26%	7%
CCC(C)(C)n1nnnc1C(c1cc2cc(OC)ccc2[nH]c1=O)N1CCc2ccccc21 (stereo not drawn)	?	-22%	5%
Cc1ccc2nc(-c3cccc(NC(=O)CSc4ccc(Cl)cc4)c3)oc2c1	26µM*	9.2µM*	5%
Cc1ccc(S(=O)(=O)N(C)C)cc1NC(=O)COC(=O)/C=C/c1ccc(F)cc1	9%	-3%	2%[0.505 µM]
COC(=O)N1CCCCC1c1cc(C(=O)N2CCOCC2)no1 (stereo not drawn)	-14%	0%	/
O=C(Nc1ccon1)c1cc(-c2ccccc2)nc2ccccc12	-23%	?	5%
O=C(Nc1ccc(C(=O)N2CCOCC2)cc1)C1CCCC1	-7%	3%	/
CCOC(=O)c1c(-c2cccs2)csc1NC(=O)CN(CC)CC	?	?	-2%
CCOC(=O)CNc1nc(C(C)(C)C)nc2c1nnn2Cc1ccccc1	?	?	/
CN1C(=O)[C@H]2[C@@H](c3ccccc3)N[C@]3(CCCN(Cc4ccco4)C3=O)[C@H]2C1=O	-3%	-8%	/
S=C(NN=Cc1ccccn1)N(Cc1ccccn1)Cc1ccccn1	0.65µM*	0.92µM*	/
CC(NC1=CC(=O)c2cccnc2C1=O)C(O)c1ccccc1 (stereo not drawn)	1.5µM*	3.3µM*	/
Cn1nc(N)c2ncc(C(Cl)(Cl)Cl)nc21	?	?	/
CCC(Oc1cc(Cl)ccc1Cl)C(=O)NNC(=O)CCC(=O)O (stereo not drawn)	-6%	-4%	5%
C#CCOCCOCCOCCNc1nc(N2CCN(C(=O)[C@H](CCC(=O)O)n3cc(C(N)[C@H](C)CC)nn3)CC2)nc(N2CCN(C(=O)[C@H](CCC(=O)O)n3cc(C(N)[C@H](C)CC)nn3)CC2)n1 (stereo partly drawn)	9%	?	1%

Molecule	TDP1 cell CPT	TDP1 cell noCPT	TDP1 block
COc1ccc(C(O)c2ncc(-c3ccc4ccccc4c3)[nH]2)cc1F (stereo not drawn)	?	?	/
CS/C(N)=N/N=C/c1ccc2c(c1)OCO2	15%	-26%	3%
Cc1ccc(-c2nn(C)c(=O)c3ccccc23)cc1S(=O)(=O)N1CCCC1	15µM*	?	4%
CCOC(=O)Cc1csc(NC(=O)CN2CCCCC2)n1	-34%	-14%	/
COc1ncccc1-c1cc2nc(NCCCN(C)C)n(C)c(=O)c2s1	8.2µM*	8.2µM*	/
O=C(CCn1cnnn1)Nc1ccc(F)cc1	-15%&2%	12%&11%	-7%&1%
Cc1cc(C)n2c(SCCN3C(=O)c4ccccc4C3=O)nnc2n1	-23%	-13%	0%
NC1=NC[C@H](c2ccccc2)N1CCc1cc(C(F)(F)F)cc(C(F)(F)F)c1	18µM*	21µM*	2%
Cc1cc(NC(=O)CSc2nnc(NC(=O)C3CC(=O)N(c4ccccc4)C3)s2)no1 (stereo not drawn)	-4%	-1%	3%
COc1cc(OC)c2ccc(=O)oc2c1	6%&-28%	1%&-28%	1%&13%
Cc1cc(C)n(-c2nc(SCCN3CCOCC3)c3c4c(sc3n2)CCCC4)n1	-32%	21µM*	/
Cn1nc([N+](=O)[O-])nc1Oc1ccccc1F	-2%	-6%	3%
CN(C(=O)NC1CCCCC1)c1ccccc1	3%	1%	5%
Cc1sc(NC(=O)c2oc3ccccc3c2C)c(C#N)c1C	-14%	-6%	0%
Cc1ccc(Cl)c2c1NC(=O)C2(O)CC(=O)c1ccccc1O (stereo not drawn)	?	?	5%[56.1 µM]
NC(=S)N/N=C/c1cccnc1	13%	-3%	3%
Cc1ccc(C)c(NC(=S)NNc2ccc(F)cc2F)c1	?	?	/
CCc1ccc(C(=O)NCc2ccc(Cl)cc2Cl)cc1	2%	-5%	-3%
NS(=O)(=O)c1ccc(CCNC(=O)Cc2ccccc2[N+](=O)[O-])cc1	-9%	-10%	-2%
COc1ccccc1-c1coc2cc(O)cc(O)c2c1=O	-18%	?	4%
C=CCN(C(=O)c1ccc2snnc2c1)c1ccccc1	1%	-26%	-8%
COCCn1c(SCC(N)=O)nnc1-c1c[nH]c2ccccc12	0%	-3%	4%
CCOC(=O)c1cc(-c2ccccc2)sc1NC(=O)COC(=O)c1ccc(Cl)c(S(N)(=O)=O)c1	-23%	?	-8%
CC(C)OCCCNC(=O)CN1C(=O)/C(=C/c2ccccc2F)Oc2ccccc21	?	10µM*	/
Cc1ccc(N2CC(C(=O)Nc3ccc(Br)cc3)CC2=O)cc1 (stereo not drawn)	-30%	-28%	5%

Molecule	TDP1 cell CPT	TDP1 cell noCPT	TDP1 block
CN1CCN(c2ccccc2NC(=O)c2cccc(OCc3ccccc3)c2)CC1	?	21µM*	3%
CCCCCn1c(CN2CCN(c3cc(Cl)ccc3C)CC2)nc2c1c(=O)[nH]c(=O)n2C	14µM*	13µM*	0%
C/C(=C\c1ccccc1)C(=O)N1CCN(c2cccc(C(F)(F)F)c2)CC1	6%	-8%	1%
CCOC(=O)[C@@H](NC(=O)/C=C/[C@H]1O[C@@H](n2cc(C)c(=O)[nH]c2=O)C[C@@H]1O)C(C)C	15%	-2%	/
CCNc1ncc2nc(-c3ccc(OC)cc3)c(=O)n(CCOC)c2n1	4%	6%	/
CC(=O)c1ccc(C(C)(C)c2ccc(C(C)=O)s2)s1	?	23µM*	6%
CCC(C)C(NS(=O)(=O)c1ccc(C)cc1)C(=O)Oc1ccc2c3c(c(=O)oc2c1)CCC3 (stereo not drawn)	-29%	?	0%
CCCC(=O)N1CCC1(C)C(=O)Nc1ccc(-n2cccc2)cc1 (stereo not drawn)	-29%	?	/
CCCCCCCCCCCCCCCC(=O)OC/C=C(C)/C=C/C=C(C)/C=C/C1=C(C)CCCC1(C)C	?	?	6%[56.1 µM]
NC(=O)CC1C(=O)N(c2ccccc2)C(=S)N1NC(=O)c1ccccc1 (stereo not drawn)	7%	-1%	/
CN(C)CC(=O)N[C@@H]1CC[C@@H](CCNS(=O)(=O)c2ccccc2)O[C@@H]1CO	5%	-3%	/
O=C1c2ccc([N+](=O)[O-])cc2S(=O)(=O)N1Cc1ccccc1	15%	1%	/
CCCc1cc2c(cc1NC(=O)c1ccco1)OCO2	3%	4%	0%
O=C(Nc1ccccc1)c1ccccc1OCc1ccccc1	?	-23%	/
c1ccc(-c2ccc3nnnn3n2)cc1	4%	1%	-8%
CCCN=CC1=C(O)CC(c2ccccc2)CC1=O (stereo not drawn)	-15%	-17%	-2%
O=C(COc1ccc(Br)cc1)NCCNC(=O)c1ccccn1	-13%	-5%	2%
CN(Cc1nc(-c2ccc(Cl)cc2)no1)C(=O)c1ccc2c(c1)OCO2	-18%	-22%	/
C[C@@]12CCC[C@H](O1)[C@@H]([C@H](O)c1ccccc1)O2	-11%	-3%	2%
COc1ccc(CCNS(=O)(=O)c2cc(-c3cc(C)no3)ccc2C)cc1OC	?	?	0%
CCCN1CCN(C(=O)Cn2cnc3sc(C)c(S(=O)(=O)N4CCC(C)CC4)c3c2=O)CC1	10%	-2%	3%
CC(C)C(=O)N(c1cc2sc(=O)oc2c2ccccc12)S(=O)(=O)c1cccs1	18µM*	12µM*	8%
CCN(CC(N)=O)S(=O)(=O)c1ccc(Br)cc1	-23%	-5%	1%
COc1ccc(OC)c2sc(NNC(=O)C3COc4ccccc4O3)nc12 (stereo not drawn)	15µM*	?	-2%
CCCOc1ccc(F)cc1-c1cc(C(=O)Nc2cc(OC)ccc2OC)[nH]n1	-21%	-11%	/

Molecule	TDP1 cell CPT	TDP1 cell noCPT	TDP1 block
Cc1cc(C)n(-c2cccc(F)n2)n1	3%	-8%	3%
CN(C)c1ccc(C(CN)c2c[nH]c3ccccc23)cc1 (stereo not drawn)	18µM*	21µM*	9%
COc1ccc(Cn2c(CO)cnc2SCc2cccc(C)c2)cc1	?	26µM*	9%
Cn1c(CCN2CCN(c3ccccc3)CC2)nc2cc(NC(=O)c3ccco3)ccc21	?	?	7%
CCOc1ccc(C(=O)CCC(=O)N2CCN(c3ncccn3)CC2)cc1	7%	-16%	/
CCN(CC)S(=O)(=O)c1cc(Br)ccc1OC	-20%	-18%	-3%
COc1ccc(OC)c(CNC(=O)C(C)n2nc(C)c3c(C)n(-c4ccccc4)nc3c2=O)c1 (stereo not drawn)	-13%	-1%	5%
CC(=O)c1c(C)[nH]c(C(=O)N2CCN(S(=O)(=O)c3ccc(C)cc3C)CC2)c1C	?	18µM*	-4%
O=C(N/N=C/c1ccccn1)c1cc(-c2ccncc2)nc2ccccc12	?	?	11%
O=C(c1ccccc1F)N1CCCC(c2ccccc2)C1 (stereo not drawn)	-22%	-27%	1%
COc1ccc(-c2cc(C)no2)cc1S(=O)(=O)NCCCN(C)Cc1ccccc1	?	?	4%
CCCC/C(O)=C/c1nc2ccccc2[nH]c1=O	-13%	?	1%
COC(=O)[C@@]12C[C@@H](CC(=O)NCCc3ccccc3OC)C(=O)N(Cc3ccccc3)C1=CCC(C)(C)C2	21µM*	?	/
COc1ccc(/C=N/Nc2nccnc2Cl)c(OC)c1	5%	-14%	0%
C=C(C)CSc1nnc2[nH]c(=O)cc(N)n12	1%	-11%	/
COc1cccc(C(=O)NCc2ccc3[nH]c(C)cc3c2)c1	3%	-1%	7%
CN(C)S(=O)(=O)c1cccc(CSCc2cccc(S(=O)(=O)N(C)C)c2)c1	5.8µM*	2.6µM*	/
CCOC(=O)C1CCCN(c2nc3c(S(=O)(=O)c4ccc(CC)cc4)nnn3c3ccc(Cl)cc23)C1 (stereo not drawn)	?	?	5%
CCOC(=O)c1ccc(N2CCN(c3cc(Cl)ccc3C)CC2)c(NC(=O)Nc2cccc(OC)c2)c1	16µM*	9.2µM*	8%
CCN1CCN(Cc2c(C(=O)N/N=C(\C)c3ccc(Cl)cc3)nnn2-c2nonc2N)CC1	-25%	27%	7%
C=CCn1c(SCC(=O)NCC2CCCO2)nc2sc(CC)cc2c1=O (stereo not drawn)	?	?	-1%
CCCCC(=O)NC(NC(=S)N1CCCCCC1)C(Cl)(Cl)Cl (stereo not drawn)	13µM*	13µM*	0%
COc1ccc(-n2nc3ccc(NC(=O)COc4ccc(C)c(C)c4)cc3n2)cc1	7%	6%	-6%
COc1ccccc1C(=O)Nc1c(C)cc(Br)cc1C	?	?	5%
COc1cccc(-c2cc3nc(Nc4ccc(OC)c(OC)c4)n(C)c(=O)c3s2)c1	?	?	/
